Screening data deposited in PubChem by National Center for Advancing Translational Sciences (NCATS).
AT treatment: potential ataxia-telangiectasia treatment. […] A-T fibroblasts, KAP-1 phosphorylation AlphaLISA; neocarzinostatin DNA damage 30 min before lysis. Potency, µM (series often up to 57.5 µM), for inactives: at the top dose activation, actives largely listed as activators. 320,000 tested, 0.19% active. AID 485349; further: potency means the concentration at half of the fitted maximal effect; % of control where 0% means no effect; nearly all actives have a fitted effect of over 45% in size
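hTERT-immortalized A-T patient fibroblasts ([…]), 500 cells/well in OPTI-MEM, 1% FBS, got compounds for 60 min, then NCS for 30 min at 37C. Lysates were then assayed for phospho-KAP-1 by AlphaLISA (anti-pKAP1 donor, anti-KAP1 acceptor beads), 6 hr at 25C.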
KCNH2 3.1 block: inhibitors of human KCNH2 3.1 potassium channel isoform | U2OS KCNH2 3.1, thallium flux FluxOr; stronger effect = lower value | activity change, % (tested at about 1.8 µM) | 340,000 tested, 0.95% active;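 active means maximum activity change below -70%; inconclusive means maximum activity change from -70% to -50%; inactive means maximum activity change above -50%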;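 further: thallium influx rate constant from kinetic fluorescence after stimulation buffer; on the % scale 0 is the no-effect control and ±100 the full control effect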
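Thallium flux read-out: FluxOr dye with Red40 quencher in HBSS/HEPES, 45 min at RT. Rate constants from kinetic reads were normalized to positive and negative DMSO controls. Cells: U2OS virally expressing the 3.1 isoform.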
Integrin act MD: activates integrin-mediated alleviation for muscular dystrophy | AID 624291 | 350,000 tested, 0.064% active | alpha7betagal myoblasts, beta-gal FDG fluorescence, 48 h | Potency, µM (top dose mostly 38.3 µM), inactives show top-dose activation, hits mostly activators;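 further: potency means the concentration at half of the fitted maximal effect; 100% = response of the positive control SU9516; nearly all actives have a fitted effect of over 60% in size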
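alpha7betagal+/- myoblasts (passage 13, 250/well) treated 48 h at 37C with compounds at 1:260 dilution of DMSO stock. Lysed, then beta-galactosidase activity read as FDG fluorescence (ex 480/em 540) after 30 min, with pre-read for autofluorescence.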
ASM inhibitor: human S-ASM enzyme inhibition. P17405. placental ASM, HMU-PC fluorogenic substrate, 60 min. Potency, µM (series often up to 57.5 µM), inactives show top-dose activity change, negative = inhibition, actives largely listed as inhibitors. 340,000 tested, 0.006% active. AID 504937; further: potency means the concentration at half of the fitted maximal effect
Target sequence (P17405 47-631 limits assumed): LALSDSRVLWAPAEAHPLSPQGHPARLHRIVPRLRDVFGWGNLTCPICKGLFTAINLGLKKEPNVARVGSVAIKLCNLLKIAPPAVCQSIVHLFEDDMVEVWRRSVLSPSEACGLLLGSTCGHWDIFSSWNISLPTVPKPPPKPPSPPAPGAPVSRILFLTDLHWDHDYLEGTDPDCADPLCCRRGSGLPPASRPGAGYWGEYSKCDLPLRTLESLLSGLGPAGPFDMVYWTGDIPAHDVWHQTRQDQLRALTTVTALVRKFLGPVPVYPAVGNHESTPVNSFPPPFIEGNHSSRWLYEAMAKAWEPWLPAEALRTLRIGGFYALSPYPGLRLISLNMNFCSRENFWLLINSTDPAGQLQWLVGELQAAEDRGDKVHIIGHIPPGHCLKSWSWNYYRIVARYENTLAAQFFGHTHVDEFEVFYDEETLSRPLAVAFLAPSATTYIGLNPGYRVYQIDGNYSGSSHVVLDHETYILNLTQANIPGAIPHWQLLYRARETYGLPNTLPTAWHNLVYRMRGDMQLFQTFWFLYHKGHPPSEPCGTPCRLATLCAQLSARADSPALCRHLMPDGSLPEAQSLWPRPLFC
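Fluorogenic HMU-PC substrate (9 uM final) is turned over by placental ASM in 60 min at 37 C after a 10 min compound preincubation. Reaction ended by alkaline stop (pH 10), with fluorescence read at 386/447 nm.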
MBNL1-CUG inh: inhibitors of human MBNL1 binding to CUG repeat RNA | TR-FRET MBNL1-His/biotin-(CUG)12 binding, 665/545 ratio | AID 2675 | 280,000 tested, 0.036% active | Potency, µM (titrated, usually from 57.5 µM), without a hit: at the top dose activity change, negative = inhibition, hits mostly inhibitors | Q9NR56; active means well fitted inhibition curve with a large enough effect in the signal ratio, with a control signal flat, not every such curve was filed as active; inconclusive means small, poorly fitted or top-dose-only effect, or effect the other way, or a change in a side signal; inactive means no such curve, though single readings can be large or run the other way; the % refers to the signal ratio; further: potency means the concentration at half of the fitted maximal effect; on the % scale 0 is the no-effect control and ±100 the full control effect
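TR-FRET readout: Ex 340 nm, 665/545 nm emission ratio, normalized to buffer-only (basal) and MBNL1-(CUG)12 controls. Complex of MBNL1-His with Biotin-(CUG)12, compounds 92 nM–58 uM, incubated 60 min at room temperature.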
Coupling enz: counter-screen for Giardia aldolase inhibitors: coupling enzyme system | coupling enzyme system counterscreen, AmpLite Red fluorescence | activity change, negative = inhibition, % at 58.2 µM, hits read low | 290,000 tested, 0.67% active | AID 2472; in the data active means activity change below about -30%; further: on the % scale 0 is the no-effect control and ±100 the full control effect
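Compounds tested against the coupling enzymes alone at 57.5 uM final; readout was AmpLite Red fluorescence (525/598 nm) after 20 min at RT.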
hERG WT inh: blocks the wildtype human KCNH2 potassium channel. 340,000 tested, 0.37% active. AID 720551. activity change, % at 1.84 µM. U2OS, BacMam KCNH2, thallium flux FluxOr; stronger effect = lower value. Q12809;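 active means maximum activity change below -70%; inconclusive means maximum activity change between -70% and -50%; inactive means maximum activity change above -50%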; further: on the % scale 0 is the no-effect control and ±100 the full control effect
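U2OS cells transduced with wild-type KCNH2 virus are loaded with FluxOr dye for 45 min, and thallium flux is measured in kinetic reads before and after stimulation buffer. Rate constants are normalized to DMSO controls.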
CXXC DNA block: MLL CXXC-DNA interaction inhibition. Q03164. MLL-CXXC / FITC-HOXA9 DNA fluorescence polarization. Potency, µM (top dose mostly 115 µM), inactives show at the top dose activity change, negative = inhibition, most hits filed as inhibitors. 290,000 tested, 0.037% active; active means well fitted inhibition curve with a large enough effect in the polarisation, with a control signal flat, not every such curve was filed as active; inconclusive means small, poorly fitted or top-dose-only effect, or effect the other way, or a change in a side signal; inactive means no such curve, though single readings can be large or run the other way; the % refers to the polarisation; further: potency means the concentration at half of the fitted maximal effect
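Steps: dispense CXXC domain solution (7 uM) → pin compounds or unlabeled HOX-A9 DNA control → 5 min ambient → add FLSN-HOX-A9 solution (50 nM) → spin → 30 min ambient → fluorescence polarization. Tris pH 7.5/NaCl/DTT/BSA buffer.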
GALK inhibitor: blocks human galactokinase activity; P51570; Purified GALK, Kinase-Glo residual ATP luminescence; Potency, µM (series often up to 57.5 µM), for inactives: top-dose activity change, negative = inhibition, actives largely listed as inhibitors; 270,000 tested, 0.007% active; AID 1868; further: potency means the concentration at half of the fitted maximal effect; on the % scale 0 is the no-effect control and ±100 the full control effect
Target sequence (P51570 whole entry, looked up): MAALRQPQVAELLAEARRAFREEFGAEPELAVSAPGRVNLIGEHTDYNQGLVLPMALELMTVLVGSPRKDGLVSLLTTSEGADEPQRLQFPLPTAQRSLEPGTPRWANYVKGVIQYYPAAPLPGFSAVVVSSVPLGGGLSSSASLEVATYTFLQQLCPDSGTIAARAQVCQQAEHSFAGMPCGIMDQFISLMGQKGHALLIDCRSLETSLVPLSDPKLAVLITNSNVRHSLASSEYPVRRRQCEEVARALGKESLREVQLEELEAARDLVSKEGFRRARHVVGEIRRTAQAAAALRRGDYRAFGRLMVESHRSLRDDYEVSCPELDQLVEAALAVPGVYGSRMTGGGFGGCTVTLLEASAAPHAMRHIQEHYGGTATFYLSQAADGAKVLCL
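Galactose (100 uM) and ATP (35 uM) were turned over by 5 nM GALK for 1 h at RT. Kinase-Glo Plus then converted the remaining ATP into a luminescent signal.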
TRPV1 agonist: activates the human vanilloid receptor TRPV1; Q8NER1; TRPV1-expressing cells, Fluo-8 calcium influx, agonist mode; activation, % at 8.33 µM; 320,000 tested, 0.19% active; AID 540275; in the data active means activation above about 80%; inconclusive means between about 30% and that limit; further: 0% is about no effect
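Cells expressing TRPV1 were dye-loaded with Fluo-8 and read kinetically: 10 s baseline, 3 min after compound (agonist portion), then 2 min after EC20 capsaicin (allosteric enhancer portion). Calcium-bound dye fluorescence at 480/520 nm.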
The depositor's hits bear a star; ? = inconclusive; / = no result given; [ ] = remark or other dose. Unless noted, the call rests on the fitted dose curve; in most records, active means well fitted curve in the direction sought with a large enough effect; inconclusive means small, poorly fitted or top-dose-only effect, or another doubt; inactive means no such curve, though single readings can be large; an effect the other way counts as inactive or inconclusive.

mol	CXXC DNA block	Coupling enz	Integrin act MD	TRPV1 agonist	ASM inhibitor	hERG WT inh	MBNL1-CUG inh	GALK inhibitor	KCNH2 3.1 block	AT treatment
CC(Sc1nnc(-c2cccnc2)n1N)C(=O)NCCC1=CCCCC1 (configuration not stated)	/	/	-12.2%	-1.5	-0.3%	20.1	/	/	-6.7	1.5%
O=C(COC(=O)c1c(Cl)cccc1Cl)Nc1cccc(S(=O)(=O)NC2=NCCCCC2)c1	/	/	-45.5%[inhibitor]	3.0	-3.9%	3.6	/	/	22.2	7.4%
CCCc1ccc(-c2csc(NC(=O)C3=COCCO3)n2)cc1	/	/	-40.5%	21.0	?	-1.4	/	/	7.3	12.3%
CC(C)(CO)NC(=O)C12CC3CC(CC(Br)(C3)C1)C2	2.4%	-0.2	11.5%	4.1	-3.9%	-2.8	-7.2%	-3.2%	1.6	-3.8%
COc1ccc(/C=N/N2C(C)CCCC2C)cc1O (configuration not stated)	?	2.4	6.7%	-2.6	1.6%	1.2	6.0%	-1.9%	-3.2	6.7%
CCOC(=O)c1cccc(NC(=O)CSc2nnc(-c3cccnc3)n2C)c1	21.9%	3.0	-0.3%	-1.5	2.0%	-16.0	-1.2%	0.7%	2.7	4.0%
O=C(COC(=O)CNC(=O)C1CCCCC1)Nc1cccc(F)c1	/	/	-8.4%	9.5	-0.1%	-7.7	/	/	3.6	-3.4%
CSC1=NC2(C)CCCCC2C12C=CC(=O)C=C2 (configuration not stated)	2.4%	-2.2	-25.4%	-0.5	-1.0%	-1.2	-4.1%	1.3%	2.2	11.2%
O=C(O)c1ccccc1C(=O)Nc1ccc(-c2csc(-c3ccccc3)n2)cc1	11.6%	8.4	3.8%	2.3	6.9%	2.6	88.2%[activator]	0.9%	0.3	-3.7%
N=c1c(C(=O)NCCN2CCOCC2)cc2c(=O)n3ccccc3nc2n1Cc1ccc(F)cc1	11.4%	/	-2.7%	19.7	192.2%[activator]	-2.1	?	5.4%	-22.3	11.2%
N/C(=N\c1nc(CSc2nnnn2-c2ccccc2)cc(=O)[nH]1)Nc1ccccc1	9.6%	-15.7	/	1.6	/	/	-4.0%	-2.5%	/	-0.2%
O=C(COc1cccc2ccccc12)NNC(=O)c1cccs1	-2.5%	0.1	16.9%	2.2	-5.4%	-11.4	9.9%	1.6%	/	-4.5%
Cc1ccc(C(=O)NCCc2c[nH]c3ccccc23)c(C)c1	1.2%	1.2	-22.3%	0.1	0.8%	2.3	-27.0%	-0.9%	6.1	25.1µM*
O=C(CCc1ccccc1)Nc1ccc(NS(=O)(=O)c2ccccc2)cc1	6.5%	-4.3	-7.1%	16.1	1.8%	-9.7	1.5%	-2.0%	0.3	2.9%
CCOC(=O)CC(=O)CSc1nc(N)c(C#N)c(-c2ccc(Cl)cc2)c1C#N	-3.6%	7.1	6.5%	-0.4	-8.0%	-4.3	288.9%[activator]	1.2%	-8.0	10.7%
C[C@H](CO)N1C[C@H](C)[C@@H](CN(C)S(=O)(=O)c2cccs2)Oc2c(NC(=O)Nc3ccc4c(c3)OCO4)cccc2C1=O	/	/	-9.1%	/	-2.5%	/	/	/	-2.3	4.5%
CCC1(C)Cc2c(sc3nnn(CC(=O)Nc4ccccc4C)c(=O)c23)CO1 (configuration not stated)	-7.4%	-1.3	-11.1%	-8.0	-1.7%	10.6	13.5%	0.0%	11.7	-2.9%
Cc1ccc(NC(=S)Nc2ccc3cn[nH]c3c2)c(C)c1	2.6%	-4.0	11.1%	2.8	1.3%	0.7	2.9%	1.3%	4.7	-0.5%
CCOc1ccc(CN(C)C(=O)c2ccc3ccccc3n2)cc1	3.4%	-2.1	-17.8%	7.0	22.3%	12.1	4.1%	-1.6%	6.4	13.8%
Cc1nonc1NC(=O)CSc1nc(CCC2CCCC2)nc2ccccc12	6.6%	1.6	-27.8%	?	-16.8%	7.5	-1.6%	7.4%	8.7	26.8%
CN(C)CCCNC(=O)Cc1ccc(Br)cc1	-6.0%	-0.7	-23.2%	-2.6	-1.9%	2.1	-1.5%	3.8%	-0.1	10.5%
COc1ccc(Cl)cc1-c1nc(SCC(=O)NCC2CCCO2)n[nH]1 (configuration not stated)	/	/	-5.7%	-2.1	-1.0%	-4.6	/	/	-3.9	-5.9%
CCC1CCC/C1=N\NC(=O)c1ccccc1C (configuration not stated)	/	/	-1.6%	/	1.2%	-0.7	/	/	5.4	/
CCn1c(NC(=O)c2ccco2)c(-c2ccccc2Cl)c(=O)c2ccccc21	8.1%	1.6	-3.3%	-1.0	0.2%	-0.4	3.8%	3.3%	2.8	3.3%
COCC(=O)n1nc(-c2ccccc2)nc1NCc1cccs1	-7.8%	0.1	-9.2%	-0.3	-1.4%	-0.1	3.9%	1.4%	1.9	-0.3%
CC1CC(C)CN(S(=O)(=O)c2cc3c4c(c2)C(C)C(=O)N4CCC3)C1 (configuration not stated)	14.7%	/	-29.0%	3.5	2.2%	-0.8	-6.5%	-3.8%	12.5	-2.3%
O=C1CC(=O)Nc2cc(S(=O)(=O)N3CCN(c4ccc([N+](=O)[O-])cc4)CC3)ccc2N1	-3.8%	2.0	-1.3%	-1.2	1.8%	-35.7	?	8.9%	-46.4	-0.3%
COc1cc(/C=N\Nc2cc(=O)n(C)c(=O)n2C)ccc1O	4.7%	-4.5	27.2%	-1.9	36.6%[activator]	-8.4	?	-0.8%	17.6	1.0%
COc1ccc(OC)c(NC(=O)CSc2nnc(CNc3ccc(F)cc3)o2)c1	2.3%	-3.7	-15.9%	-1.5	-0.4%	-1.2	-4.1%	8.2%	14.0	9.2%
Cc1ccc(NS(=O)(=O)c2ccc(C(=O)N3CCOCC3)cc2)cc1	/	/	-14.3%	-2.9	-2.0%	-20.5	/	/	-11.1	4.7%
COc1ccc(-c2n[nH]c3c2CN(C(=O)c2ccc(OC)c(OC)c2)CC3)cc1	1.3%	/	-23.3%	0.1	-0.2%	7.0	-4.0%	-6.8%	-18.3	-4.5%
Cc1cc2oc(C(=O)Nc3c(C)n(C)n(-c4ccccc4)c3=O)c(C)c2cc1Cl	-1.6%	2.8	-11.2%	-3.4	-6.0%	6.0	2.1%[11.5 µM]	/	9.4	-0.1%
CN(CC(=O)NCc1ccco1)CC(=O)Nc1ccc(F)c(F)c1F	/	/	-8.1%	/	9.9%	21.4	/	/	-4.1	22.6%
Cc1ccc(-c2nc(CN3CCCCC3c3cccc(F)c3)c(C)o2)o1 (configuration not stated)	24.4%	-0.3	-14.8%	23.8	5.6%	10.8	5.8%	1.6%	0.2	2.0%[11.5 µM]
Cc1cc(C)c2c(CN3CCOCC3)cc(=O)oc2c1	-6.6%	1.6	1.8%	4.4	-0.1%	1.8	5.1%	/	23.4	6.1%
N#Cc1nc(COc2ccccc2Cl)oc1NCc1ccco1	-6.1%	-0.9	4.3%	1.7	97.9%[activator]	-0.5	-1.2%	-4.1%	-17.7	5.0%
COc1ccccc1CC(=O)NN1C(=O)NC2(CCC(C)CC2)C1=O (configuration not stated)	/	/	11.1%	1.5	0.2%	-29.9	/	/	-18.1	11.0%
O=C(CCSc1ccccc1)Nc1ccccc1Br	-19.4%	0.5	18.4%	7.2	2.1%	3.3	-4.7%	3.2%	-8.6	3.6%
Cc1ccc(OC(=O)COc2ccccc2C)cc1	15.3%	-0.6	0.0%	8.9	4.9%	15.2	-0.4%	-2.9%	23.1	-10.3%
O=C(c1ccc(Cl)nc1)N1CCN(S(=O)(=O)c2ccc(Cl)cc2)CC1	0.5%	2.4	7.6%	-2.9	-0.3%	15.6	-3.7%	2.0%	9.1	7.4%
O=C(CCC(=O)N(CC(=O)NC1CCCCC1)c1ccc(F)cc1)Nc1ccccn1	0.6%	1.3	8.8%	0.1	4.2%	-4.6	-8.6%	14.0%	-2.5	-4.7%

Outcome played no part in choosing rows; about 2% have a hit in one of these screens.
